AMA1 RON2 block: inhibitors of Plasmodium falciparum AMA1-RON2 interaction; AlphaScreen AMA1-biotinylated RON2 peptide binding; Potency, µM (doses to about 58.2 µM), inactives show top-dose activity change, negative = inhibition, usual class: inhibitors; 360,000 tested, 0.2% active; AID 720542;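 further: potency means the concentration at half of the fitted maximal effect; 0% = vehicle wells and -100% = peptide control; nearly all actives have a fitted effect of over 45% in size; some results filed as inactive show a strong effect at the top dose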
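AMA1 (3D7) with his tag at 25 nM final met compounds first, then biotinylated RON2 peptide at 25 nM; detection used donor plus acceptor beads, 10 µg/mL apiece, read by AlphaScreen after 30 min at room temperature.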
HCMV inh: blocks human cytomegalovirus replication. activity change, negative = inhibition, % at 57.5 µM. HFF cells, HCMV-luciferase reporter, 72 h; stronger effect = lower value. AID 1259415. 410,000 tested, 4.5% active; in the data active means activity change below about -60%; inconclusive means no clear call, values can overlap the other calls; inactive means above about -39%
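After 16 h attachment at 37C, HFF cells received test compound and HCMV-luciferase (1 PFU/cell); reporter luminescence read 72 h later, data normalized against buffer-only and known inhibitor Salinomycin.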
AmpC detergent: AmpC beta-lactamase inhibition with detergent present | AmpC hydrolysis of nitrocefin, absorbance 480 nm, 0.01% Triton | AID 485294 | Potency, µM (series often up to 114 µM), for inactives: at the top dose activity change, negative = inhibition, usual class: inhibitors | 370,000 tested, 0.041% active;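 further: potency means the concentration at half of the fitted maximal effect; 0% = no-compound wells and -100% = no-enzyme wells; nearly all actives have a fitted effect of over 25% in size; some results filed as inactive show a strong effect at the top dose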
Target sequence (P00811 whole entry, looked up): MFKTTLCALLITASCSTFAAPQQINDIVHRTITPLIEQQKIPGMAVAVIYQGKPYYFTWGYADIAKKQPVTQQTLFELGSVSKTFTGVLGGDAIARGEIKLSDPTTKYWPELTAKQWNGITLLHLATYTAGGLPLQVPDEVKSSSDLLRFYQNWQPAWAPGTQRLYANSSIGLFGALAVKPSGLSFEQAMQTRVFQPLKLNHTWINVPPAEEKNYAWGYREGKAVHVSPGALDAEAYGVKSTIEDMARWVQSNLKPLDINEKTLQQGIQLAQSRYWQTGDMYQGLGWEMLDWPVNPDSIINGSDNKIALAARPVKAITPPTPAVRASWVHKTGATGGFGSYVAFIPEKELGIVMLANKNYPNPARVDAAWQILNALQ
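AmpC (5.3 nM in the dispensed reagent) in 20 mM phosphate pH 7.0 with 0.01% (detergent screen) or 0.0001% Triton X-100 was preincubated with compounds for 15 min at room temperature. Nitrocefin was then added from an 800 uM solution, and hydrolysis was followed at 480 nm.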
Sm TGR block: inhibitors of Schistosoma mansoni thioredoxin glutathione reductase; purified TGR, DTNB reduction, TNB absorbance 405 nm; Q962Y6; 360,000 tested, 3% active; AID 485364; Potency, µM (titrated, usually from 114 µM), inactives show at the highest dose activity change, negative = inhibition, hits mostly inhibitors; further: potency means the concentration at half of the fitted maximal effect; nearly all actives have a fitted effect of over 60% in size
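TGR 20 nM + NADPH 100 uM (dispensed conc.), cpd preinc 15 min RT; start with NADPH (500 uM addition) then DTNB (15 mM addition). Kinetic TNB absorbance, 405 nm filter. Four-parameter Hill fit across titration.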
TbPYK inhibitor: T. brucei pyruvate kinase inhibition. Potency, µM (top dose mostly 76.8 µM), without a hit: at the highest dose activity, negative = inhibition, most hits filed as inhibitors. AID 624173. TbPYK enzyme, Kinase-Glo Plus ATP luminescence, 45 min. Q57TT1. 410,000 tested, 0.12% active; further: potency means the concentration at half of the fitted maximal effect; nearly all actives have a fitted effect of over 50% in size
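Quantitative HTS: titrated library compounds versus trypanosomal pyruvate kinase in TEA buffer (pH 7.2) containing KCl, MgCl2, BSA and Tween-20. Reactions were initiated with ADP, 130 uM final. Kinase-Glo Plus luminescence was read after 45 min at RT.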
AmpC inh no detg: inhibitors of E. coli AmpC beta-lactamase without detergent; AmpC nitrocefin hydrolysis, absorbance 480 nm, 0.0001% Triton; Potency, µM (titrated, usually from 57.1 µM), inactives show top-dose activity change, negative = inhibition, actives largely listed as inhibitors; 330,000 tested, 0.52% active; AID 485341;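 further: potency means the concentration at half of the fitted maximal effect; plate controls were no compound for no effect and no enzyme for full effect; nearly all actives have a fitted effect of over 20% in size; some results filed as inactive show a strong effect at the top dose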
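20 mM phosphate pH 7.0 + 0.01% (detergent screen) or 0.0001% Triton X-100; 5.3 nM AmpC reagent; cpd preinc 15 min RT; nitrocefin (800 uM stock) to start; A480 q20 s × 4 min; Activity was normalised to no-enzyme and no-compound control wells.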
LmPK inh: LmPK (Leishmania mexicana) enzyme inhibition. AID 1721. Potency, µM (series often up to 57.5 µM), for the others: at the top dose activity change, negative = inhibition, actives largely listed as inhibitors. Q27686. purified LmPK, Kinase-Glo ATP luminescence, 1 h. 290,000 tested, 0.37% active; further: potency means the concentration at half of the fitted maximal effect
Target sequence (Q27686 whole entry, looked up): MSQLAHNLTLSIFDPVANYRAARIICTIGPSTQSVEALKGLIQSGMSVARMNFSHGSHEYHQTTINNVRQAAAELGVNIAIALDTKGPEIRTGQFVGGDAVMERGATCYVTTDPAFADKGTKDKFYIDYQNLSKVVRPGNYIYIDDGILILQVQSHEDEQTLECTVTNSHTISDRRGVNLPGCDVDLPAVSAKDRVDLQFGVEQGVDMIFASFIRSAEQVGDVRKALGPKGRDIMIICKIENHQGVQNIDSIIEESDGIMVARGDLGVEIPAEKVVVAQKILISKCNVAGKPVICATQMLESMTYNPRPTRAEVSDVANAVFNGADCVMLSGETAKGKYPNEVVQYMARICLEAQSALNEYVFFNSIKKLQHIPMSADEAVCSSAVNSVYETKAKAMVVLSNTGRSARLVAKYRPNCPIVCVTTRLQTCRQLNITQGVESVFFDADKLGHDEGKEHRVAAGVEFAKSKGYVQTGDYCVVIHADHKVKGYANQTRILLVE
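Screened at intermediate enzyme activity to detect both inhibitors and activators: LmPK at 0.1 nM, with a 0.5 nM enzyme column as activation reference. PEP 0.5 mM, ADP 0.1 mM; ATP detected by luminescence after 1 h.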
Active calls of the source: *; u = inconclusive; x = not tested or not shown; [ ] = remark or other dose. Unless noted, the call rests on the fitted dose curve; in most records, active means well fitted curve in the direction sought with a large enough effect; inconclusive means small, poorly fitted or top-dose-only effect, or another doubt; inactive means no such curve, though single readings can be large; an effect the other way counts as inactive or inconclusive. Unless noted, on the % scale 0 is the no-effect control and ±100 the full control effect.

SMILES	AMA1 RON2 block	HCMV inh	AmpC detergent	Sm TGR block	TbPYK inhibitor	AmpC inh no detg	LmPK inh
CCC1=Nc2ccc(Br)cc2C(c2ccccc2)N1CC(=O)OC (stereo not given)	6%	19	-1%	2%	2%	46%	0%
CCCN(C(=O)CSCC(=O)Nc1ccc(OC)cc1)c1c(N)n(Cc2ccccc2)c(=O)[nH]c1=O	7%	-30	-13%	-19%	-1%	u	x
COC(=O)[C@@]1(Cc2ccc(F)cc2)[C@H]2c3cc(C(=O)N4CCCC4)n(CCc4ccc(O)c(O)c4)c3C[C@H]2CN1C(=O)c1ccccc1	x	x	u	u	x	273%[activator]	-2%
CCOCCCNC(=O)c1cn(CC)c2ccc(S(=O)(=O)N3CCc4ccccc4C3)cc2c1=O	x	9	6%	7%	0%	x	x
O=C(Cn1nnc2ccccc2c1=O)N1CCCc2ccccc21	-5%	28	u	5%	-3%	-3%	-2%
CC(=O)Nc1ccc(Nc2ncnc3c2cnn3-c2cccc(C)c2)cc1	0%	13	-3%	2%	6%	16%	1%
COc1ccc(OC)c(C(=O)COC(=O)c2c(OC)cccc2OC)c1	-12%	116	-16%	-1%	-5%	-12%	0%
O=C1OCCN1C(=O)[C@H]1[C@H](c2ccc(F)cc2)C(c2ccccc2)=NN1c1ccc(Br)cc1	49%[activator]	x	x	x	-3%	-1%	x
COc1cccc(OCC(O)CN(CCO)Cc2ccccc2)c1 (stereo not given)	4%	36	u	3%	-2%	18%	3%
COC(=O)c1ccc2c(=O)n(CCCCCC(=O)NCc3ccc(OC)cc3)c(=O)[nH]c2c1	x	14	0%	0%	2%	x	x
COc1cccc(NS(=O)(=O)c2c(C(=O)N3CCCCCC3)c(C)n(C)c2C)c1	-4%	2	2%	-17%	-9%	28%	8%
COc1ccc(CNc2ncnc3ccccc23)cc1	1%	-91*	0%	-4%	0%	-27%	-1%
COc1ccc(CNC(=O)c2ccc(Cn3nc(C)c([N+](=O)[O-])c3C)o2)cc1	-10%	26	-1%	-2%	4%	-29%	1%
CC(C)(C)NC(=O)COC(=O)CCC(=O)c1ccc(F)cc1	6%	-6	u	-9%	-4%	93%[activator]	2%
COC(=O)Cc1ccc(NC(=S)N2CCN(c3cc(Cl)ccc3C)CC2)cc1	-4%	-70*	10%	60%[activator]	-1%	1%	5%

Reprinted at random: 5 records from the list, in no set order.
SMILES	AMA1 RON2 block	HCMV inh	AmpC detergent	Sm TGR block	TbPYK inhibitor	AmpC inh no detg	LmPK inh
O=C1OCCN1C(=O)[C@H]1[C@H](c2ccc(F)cc2)C(c2ccccc2)=NN1c1ccc(Br)cc1	49%[activator]	x	x	x	-3%	-1%	x
O=C(Cn1nnc2ccccc2c1=O)N1CCCc2ccccc21	-5%	28	u	5%	-3%	-3%	-2%
COc1ccc(CNc2ncnc3ccccc23)cc1	1%	-91*	0%	-4%	0%	-27%	-1%
COc1ccc(CNC(=O)c2ccc(Cn3nc(C)c([N+](=O)[O-])c3C)o2)cc1	-10%	26	-1%	-2%	4%	-29%	1%
CC(C)(C)NC(=O)COC(=O)CCC(=O)c1ccc(F)cc1	6%	-6	u	-9%	-4%	93%[activator]	2%

Remaining list, next part:
SMILES	AMA1 RON2 block	HCMV inh	AmpC detergent	Sm TGR block	TbPYK inhibitor	AmpC inh no detg	LmPK inh
C#CCOc1ccc(C2C(C#N)=C(N)Oc3cc(O)ccc32)cc1 (stereo not given)	-2%	11	u	-14%	0%	-47%	7%
Cc1ccc(Cn2cc(C(=O)NN)c(=O)c3ccc(F)cc32)cc1	45%[activator]	-15	-14%	12%	1%	-6%	7%
Cc1ccccc1C(=O)Nc1ccc2c(c1)nc(CCNC(=O)c1ccco1)n2C	-3%	-13	1%	-9%	-19%	-18%	-8%
O=C(Nc1ccccc1)c1cc(C2CCCCN2C(=O)OCc2ccccc2)on1 (stereo not given)	1%	-10	x	x	1%	x	x
Cc1ccc(CCNC(=O)c2cc3n(n2)CCCN(Cc2ccc(C)cc2)C3=O)cc1	x	-3	0%	-4%	0%	x	x
CC(C)c1csc(CN2CCC(CO)(Cc3ccccc3)CC2)n1	-14%	11	4%	7%	-2%	-22%	5%
Cc1oc(-c2ccc(Cl)cc2)cc1-c1nn2c(-c3ccco3)nnc2s1	x	x	-4%	0%	x	-28%	-2%
CCc1ccc(-c2cn3c(n2)sc2cc(C(=O)NCC(C)c4ccccc4)ccc23)cc1 (stereo not given)	x	x	1%	-3%	2%	x	x
Cc1nnc2ccc(-c3ccc(NC(=O)c4ccco4)cc3)nn12	-19%	35	4%	32µM*	4%	-19%	11%
CCCS(=O)(=O)N1CCN=C1SCc1cccc2ccccc12	10%	-38	-4%	0%	8%	16%	-1%
CSc1cccc(NC(=O)C2CCN(c3ncnc4c3nc3n4CCCCC3)CC2)c1	x	u	1%	2%	-16%	x	x
COc1ccccc1/C=C/C1=NC(=C\N(C)C)/C(=O)O1	-4%	64	0%	-10%	-12%	-31%	1%
CCOC(=O)CNC(=O)CSc1ncnc2c1cnn2-c1ccc(OC)cc1	6%	50	u	1%	9%	-7%	0%
COc1ccc(NC(=S)N2CCN(Cc3ccc(C)cc3)CC2)cc1	-14%	8	1%	-8%	-3%	42%	1%
CC(C(=O)Nc1cccc(Br)c1)c1ccc([N+](=O)[O-])cc1 (stereo not given)	-3%	u	u	-4%	1%	-40%	-1%
COc1ccc(-c2cnnc(N/N=C/c3ccc(O)c(OC)c3)n2)cc1	-11%[2.32 µM]	u	-14%	-7%	-8%	-22%	5%
COc1ccc(NS(=O)(=O)c2cccc(C(=O)N3CCC3)c2)cc1	-9%	-15	u	-3%	1%	-11%	x
CN(C)C(=O)c1ccc2c(c1)n(C)c(=O)n2C	-10%	17	u	0%	-10%	-13%	0%
Cc1ccc(S(=O)(=O)CCC(=O)OCC(=O)Nc2ccc(N3CCOCC3)cc2)cc1	21%	9	-7%	-9%	-4%	-13%	x
COc1ccccc1C(=O)NCCC(=O)NC(C)CCc1ccccc1 (stereo not given)	-11%	-19	4%	-31%	-3%	13%	x
CCOc1ccccc1-c1noc(CSc2nnc(-c3ccccc3)n2-c2ccc(OC)cc2)n1	x	-16	-3%	0%	-4%	x	x
CC1CCCN(c2ccc3nncn3n2)C1 (stereo not given)	10%	17	u	3%	-13%	-6%	-6%
Cc1ccc(N2CCN(c3nc4ccc(C(=O)c5ccccc5)cc4n4cnnc34)CC2)c(C)c1	x	0	21%	7%	5%[15.4 µM]	x	x
Cc1cccc(C(=O)n2cnnc2N)c1	7%	-31	4%	2%	5%	-10%	-2%
COc1ccc(NC(=O)c2oc3ccc(S(=O)(=O)N4CCCCC4)cc3c2C)cc1Cl	x	-1	3%	-1%	-2%	x	x
CCC(C)(C)C1CCc2[nH]nc(C(=O)NC3CCCC3)c2C1 (stereo not given)	57%[activator]	40	-11%	-4%	7%	-29%	x
CCN(CCn1cccn1)C(=O)CCc1nnc(CCCc2ccccc2)o1	-11%	23	-8%	-12%[57.1 µM]	-2%	16%	-9%
Nc1nc(N2CCN(c3cccc(Cl)c3)CC2)n[nH]1	-20%	-36	6%	3%	-2%	-13%	1%
CN1N=C2c3ccccc3CCC2C1c1ccc(Cl)cc1 (stereo not given)	-3%	126	-12%	1%	0%	-17%	1%
CCCCCC(=O)N1C[C@@H](n2cc(-c3ccc(F)cc3)nn2)[C@H](O)C[C@@H]1c1ccc(Cl)cc1	2%	14	x	x	-10%	x	x
O=S(=O)(Nc1nc2ccccc2nc1NCC1CCCO1)c1cccs1 (stereo not given)	11%	35	-1%	6%	1%	-15%	0%
COc1cc(C(C)=O)ccc1O	19%	-7	-10%	-3%	-7%	1%	x
COC(=O)c1[nH]c2cccc(OC)c2c1NC(=O)CCN1CC(C)CC(C)C1 (stereo not given)	7%	-10	-8%	11%	6%	-5%	-1%
COc1ccccc1N1CCN(C(=O)c2cccc(N3C(=O)NC4CC3(C)Oc3ccccc34)c2)CC1 (stereo not given)	7%	-4	-11%	3%	-5%	165%[activator]	4%
NS(=O)(=O)c1ccc(-n2nc(C(=O)O)cc2-c2ccc(Cl)cc2)cc1	2%	-15	u	-3%	-2%	-20%	-3%
Nc1nc(NC(=O)/C=C/c2ccccc2)nn1-c1ccccc1	8%	-17	-3%	-1%	-10%	-16%	-3%
O=C(C1CCN(S(=O)(=O)c2cccs2)CC1)N1CCc2ccccc2C1	0%	-2	u	-21%	-20%	-16%	-3%
Cc1c(C(=O)N2CCCCC2)c(S(=O)(=O)N(C)Cc2ccccc2)c(C)n1C	-4%	19	-12%	1%	3%	87%[activator]	1%
COc1ccc(CNC(=O)C(C)N2CCN(c3ccc(C(C)=O)cc3)CC2)cc1 (stereo not given)	-6%	-5	-2%	-9%	-10%	34%	-1%
O=C(OCCOCCN=C1NS(=O)(=O)c2ccccc21)c1ccccc1Br	7%	63	-13%	-3%	-5%	-15%	0%
CC1=C(C(=O)Nc2ccc(C(=O)NC(C)c3ccccc3)cc2)SCCO1 (stereo not given)	2%	6	-8%	-14%	3%	-27%	-2%
CCN(C(=O)CSc1nnc(-c2ccco2)n1CC)c1c(N)n(Cc2ccccc2)c(=O)[nH]c1=O	8%	-2	5%	u	1%	2%	x
COc1cc(C(=O)Nc2nc3ccccc3[nH]2)cc(OC)c1OC	40%[activator]	59	-4%	-1%	2%	-30%	-1%
CSc1nc(NC(C)C)nc(N2CCOCC2)n1	-1%	33	-10%	-15%	-4%	-26%	5%
COc1cc(CNCCc2ccc3c(c2)OCO3)ccc1O	10%	24	-10%	17%	6%	-11%	9%
COc1ccccc1N(CC(=O)Nc1ccc(S(=O)(=O)N2CCOCC2)cc1)S(C)(=O)=O	-14%	-39	3%	-6%	-2%	45%	-3%
CSCC[C@H](NC(=O)N1CCn2c1nc1ccccc12)C(=O)NCC1CCCO1 (stereo not given in full)	106%[activator]	-23	1%	-2%	-14%	48%	1%
CC1CCCN(C(=O)c2ccc(OC3CCN(CCc4ccccc4)CC3)cc2)C1 (stereo not given)	1%	5	-6%	3%	4%	87%[activator]	-2%
Cc1nccc2oc(=O)c(NC(=O)c3ccc(Cl)cc3)cc12	3%	-38	u	-8%	-14%	-4%	-3%
CC12CCC(C(=O)N(CSC(=S)N/N=C\c3ccccc3)C1=O)C2(C)C (stereo not given)	77%[activator]	20	u	4.5µM*	u	-54%	2%
Cc1oc(S(=O)(=O)N2CCCCC2)cc1NC(=O)Nc1ccc(Cl)cc1	-6%	-25	5%	35µM*	6%	-42%	5%

From PubChem
